Screens as filed in PubChem.
HCMV antiviral: human cytomegalovirus inhibition. HFF cells, HCMV-luciferase reporter, 72 h; active compounds read low. actives 4.5% (n = 410,000). activity change, negative = inhibition, % at 57.5 µM; in the data active = activity change below about -60%; inconclusive = no clear call, values can overlap the other calls; inactive = above about -39%
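Inhibition of viral replication was scored as loss of reporter luminescence in HFFs infected with HCMV-luciferase (MOI 1 PFU/cell) for 72 h; compounds tested at 2 doses, normalized to buffer and Salinomycin controls.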
AmpC no deterg: inhibitors of E. coli AmpC beta-lactamase without detergent; P00811; AmpC nitrocefin hydrolysis, absorbance 480 nm, 0.0001% Triton; Potency, µM (top dose mostly 57.1 µM), inactives show at the top dose activity change, negative = inhibition, usual class: inhibitors; actives 0.52% (n = 330,000);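 also: potency is read from the fitted curve at half-maximal effect; plate controls were no compound for no effect and no enzyme for full effect; nearly all actives have a fitted effect of over 20% in size; some results filed as inactive show a strong effect at the top dose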
Target sequence (P00811 whole entry, looked up): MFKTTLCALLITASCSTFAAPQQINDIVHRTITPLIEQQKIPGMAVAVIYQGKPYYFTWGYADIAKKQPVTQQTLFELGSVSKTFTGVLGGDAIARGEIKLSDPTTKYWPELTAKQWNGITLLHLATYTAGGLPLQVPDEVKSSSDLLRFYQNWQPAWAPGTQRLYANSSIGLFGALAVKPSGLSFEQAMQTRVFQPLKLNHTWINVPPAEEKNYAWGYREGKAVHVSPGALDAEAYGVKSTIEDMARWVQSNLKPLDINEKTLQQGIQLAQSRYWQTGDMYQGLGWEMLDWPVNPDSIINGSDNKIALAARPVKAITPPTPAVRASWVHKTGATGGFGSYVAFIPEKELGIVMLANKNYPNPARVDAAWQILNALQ
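AmpC (5.3 nM in the dispensed reagent) in 20 mM phosphate pH 7.0 with 0.01% (detergent screen) or 0.0001% Triton X-100 was preincubated with compounds for 15 min at room temperature. Nitrocefin was then added from an 800 uM solution, and hydrolysis was followed at 480 nm.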
FBPA Giardia inh: blocks Giardia fructose-bisphosphate aldolase activity | purified Giardia FBPA | Potency, µM (series often up to 59.6 µM), for inactives: top-dose activity, negative = inhibition, actives largely listed as inhibitors | actives 0.71% (n = 290,000) | AID 2451; also: potency is read from the fitted curve at half-maximal effect; nearly all actives have a fitted effect of over 55% in size
Target sequence (A8B2U2 whole entry, looked up): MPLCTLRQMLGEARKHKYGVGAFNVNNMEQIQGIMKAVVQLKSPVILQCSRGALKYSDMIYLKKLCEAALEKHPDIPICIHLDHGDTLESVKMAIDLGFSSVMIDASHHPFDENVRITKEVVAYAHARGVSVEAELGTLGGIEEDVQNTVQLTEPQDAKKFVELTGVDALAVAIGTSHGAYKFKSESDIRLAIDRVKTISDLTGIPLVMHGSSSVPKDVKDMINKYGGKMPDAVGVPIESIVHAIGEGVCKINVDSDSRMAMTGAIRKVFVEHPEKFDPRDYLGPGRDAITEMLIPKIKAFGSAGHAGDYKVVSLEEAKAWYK
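40 nM FBPA preincubated 10 min at RT with compound (up to 57.5 uM final), then substrate plus GAPDH/TPI/NAD/arsenate coupling and diaphorase/resazurin added. Fluorescence read after 20 min at RT, 525/598 nm.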
AMA1 RON2 block: disrupts binding of P. falciparum AMA1 to RON2; AlphaScreen AMA1-biotinylated RON2 peptide binding; Potency, µM (titrated, usually from 58.2 µM), for inactives: at the highest dose activity change, negative = inhibition, usual class: inhibitors; actives 0.2% (n = 360,000); AID 720542;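 also: potency is read from the fitted curve at half-maximal effect; 0% = vehicle wells and -100% = peptide control; nearly all actives have a fitted effect of over 45% in size; some results filed as inactive show a strong effect at the top dose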
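AMA1 (3D7) with his tag at 25 nM final met compounds first, then biotinylated RON2 peptide at 25 nM; detection used donor plus acceptor beads, 10 µg/mL apiece, read by AlphaScreen after 30 min at room temperature.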
Sm TGR inh: inhibitors of Schistosoma mansoni thioredoxin glutathione reductase; AID 485364; purified TGR, DTNB reduction, TNB absorbance 405 nm; actives 3% (n = 360,000); Potency, µM (titrated, usually from 114 µM), without a hit: at the highest dose activity change, negative = inhibition, most hits filed as inhibitors; also: potency is read from the fitted curve at half-maximal effect; nearly all actives have a fitted effect of over 60% in size
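First, TGR (20 nM dispensed) and NADPH were mixed with compound. Second, a 15 min room-temperature incubation followed. Third, further NADPH and then DTNB were added to start the reaction. Finally, TNB absorbance was monitored kinetically.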
AmpC detergent: AmpC beta-lactamase inhibition with detergent present; P00811; AmpC hydrolysis of nitrocefin, absorbance 480 nm, 0.01% Triton; Potency, µM (top dose mostly 114 µM), for inactives: top-dose activity change, negative = inhibition, usual class: inhibitors; actives 0.041% (n = 370,000); AID 485294;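 also: potency is read from the fitted curve at half-maximal effect; 0% = no-compound wells and -100% = no-enzyme wells; nearly all actives have a fitted effect of over 25% in size; some results filed as inactive show a strong effect at the top dose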
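20 mM phosphate pH 7.0 + 0.01% (detergent screen) or 0.0001% Triton X-100; 5.3 nM AmpC reagent; cpd preinc 15 min RT; nitrocefin (800 uM stock) to start; A480 q20 s × 4 min; Activity was normalised to no-enzyme and no-compound control wells.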
Starred values were filed as active, the others as inactive; ? = inconclusive; / = no result given; & = joins results of further samples; [ ] = another dose, or the depositor's remark. Unless noted, calls follow the shape of the dose curve; as a rule, active = well fitted curve in the direction sought with a large enough effect; inconclusive = small, poorly fitted or top-dose-only effect, or another doubt; inactive = no such curve, though single readings can be large; an effect the other way counts as inactive or inconclusive. Unless noted, % is scaled to controls: 0 for no effect and ±100 for the full control effect.

SMILES | HCMV antiviral | AmpC no deterg | FBPA Giardia inh | AMA1 RON2 block | Sm TGR inh | AmpC detergent
COc1ccc(-n2c(SCC(=O)N3CCCc4ccccc43)nc3c([nH]c4ccccc43)c2=O)cc1 | 29 | / | / | / | 8% | 0%
O=C(NCCCN1CCOCC1)c1cc2c([nH]c3ccccc32)c(-c2cccc(Br)c2)n1 | -21 | 203%[activator] | 7% | -28% | -7% | -7%
CCCCc1cc2c(c(NC(C)=O)n1)c(=O)oc1ccccc12 | / | -20% | 2% | / | 11% | ?
CCC(=O)N1CCc2cc(S(=O)(=O)CCC(=O)N3CCN(c4cccc(C)c4C)CC3)ccc21 | 13 | / | / | / | 6% | 3%
O=C(COC(=O)c1cc([N+](=O)[O-])ccc1NCCO)Nc1cccnc1Cl | 2 | -12% | / | -1% | / | /
COc1ccc(OC)c(N(CC(=O)NCCSc2ccccc2)S(C)(=O)=O)c1 | 5 | 26% | -1% | -3% | -25% | ?
O=[N+]([O-])c1ccc(Sc2ncc3ccccn23)nc1 | -65* | -22% | -1% | -1% | 45µM* | 8%
COc1ccccc1C(=O)NC(=S)Nc1ccc(N2CCCC2)cc1 | -1 | -4% | 4% | -15% | -19% | -8%
O=C1CCC/C=C\C[C@@H](CC(=O)N(CCO)Cc2ccccc2)C(=O)N[C@H](Cc2c[nH]c3ccccc23)CO1 | -9 | 117%[activator] | / | -1% | / | /
CCC(=O)N1CCCc2ccccc21 | 24 | -1% | 4% | -3% | 14% | 3%
O=C(Cn1cc([N+](=O)[O-])ccc1=O)N1CCCc2ccccc21 | -28 | -8% | / | -7% | -24% | -12%
O=C(NC1CCCCC1)N1C[C@H]2C[C@@H](C1)c1cccc(=O)n1C2 | 3 | -8% | 0% | 5% | -13% | -14%
O=C(O)c1cccc(-n2cccc2/C=C2/NC(=O)N(c3ccc(Cl)cc3)C2=O)c1 | -15 | 13µM* | ? | ? | ? | -6%
CNC[C@H]1Oc2c(NS(=O)(=O)c3ccc(F)cc3)cccc2C(=O)N([C@H](C)CO)C[C@@H]1C | 14 | 19% | / | 8% | / | /
Cc1csc(SCC(=O)NCc2cccc(Cl)c2)n1 | -28 | -27% | -8% | 1% | -1% | 8%
CC(C)NC(=O)N(O)C1N(Cc2ccc3c(c2)OCO3)C(=S)SC1(C)C (centres undefined) | -11 | -6% | 14% | 5% | 4% | -4%
Cc1cc(Br)c2[nH]cc(CCNC(=O)c3ccco3)c2c1 | -35 | -8% | -4% | -12% | -34% | -13%
O=C(NC1CCN(S(=O)(=O)c2ccc(Cl)cc2)CC1)c1cccnc1 | -7 | 12% | 2% | -12% | 9% | -7%
N#Cc1c2c(c(-n3cnc4ccccc43)n3c1nc1ccccc13)CCC2 | 7 | -32% | / | 22% | -1% | -8%
C=CCc1ccc(OC)c(OC)c1 | 4 | -17% | 9% | 1% | 3% | ?

Taken from above.
In FBPA Giardia inh, CCCCc1cc2c(c(NC(C)=O)n1)c(=O)oc1ccccc12 has 2%
In Sm TGR inh, CCC(=O)N1CCc2cc(S(=O)(=O)CCC(=O)N3CCN(c4cccc(C)c4C)CC3)ccc21 has 6%
In AmpC no deterg, O=[N+]([O-])c1ccc(Sc2ncc3ccccn23)nc1 has -22%
In FBPA Giardia inh, O=C(NC1CCN(S(=O)(=O)c2ccc(Cl)cc2)CC1)c1cccnc1 has 2%
In AmpC no deterg, CNC[C@H]1Oc2c(NS(=O)(=O)c3ccc(F)cc3)cccc2C(=O)N([C@H](C)CO)C[C@@H]1C has 19%

The listing continues.
SMILES | HCMV antiviral | AmpC no deterg | FBPA Giardia inh | AMA1 RON2 block | Sm TGR inh | AmpC detergent
Cc1ccnc(NC(=O)C2CCN(S(=O)(=O)c3ccc4c(c3)CC(C)N4C(=O)C3CCC3)CC2)c1 (centres undefined) | ? | 46% | 9% | -5% | -8% | 0%
CN(C)C(CNC(=O)c1ccc(NS(=O)(=O)c2cccc([N+](=O)[O-])c2)cc1)c1ccco1 (centres undefined) | 4 | -21% | / | 12% | -9% | 4%
CC(C)CCNC(=O)C1CCN(C(=O)N2CCOc3ccc(Cl)cc32)CC1 | -11 | / | / | / | -13% | 11%
COC(=O)NC1(C(F)(F)F)NC(=O)N(C2CCCCC2)C1=O (centres undefined) | -2 | 0% | 8% | -5% | 13% | ?
Cc1ccc(C[C@@H](NS(=O)(=O)c2ccc(C(=O)O)cc2)C(=O)O)cc1 | / | -13% | 2% | / | -4% | -6%
C[C@H](NC(=O)c1nc[nH]c1C(=O)N[C@@H](Cc1ccccc1)C(=O)OCc1ccccc1)c1ccccc1 | -11 | -30% | ? | 130%[activator] | -2% | 12%
CC(C)(C)C1CCc2onc(C(=O)Nc3cccc(O)c3)c2C1 (centres undefined) | -14 | -19% | -5% | / | 2% | 2%
CCOc1ccc(-n2ccnc2SCC(=O)Nc2ccc3c(c2)OCO3)cc1 | ? | / | / | / | 0% | 0%
CCc1cccc(NC(=O)C2CCCN(c3cnccn3)C2)c1 (centres undefined) | -39 | 6% | -10% | -6% | 1% | -14%
COc1ccc(-c2c(C)nn3c(N)c(-c4ccccc4)cnc23)cc1OC | 3 | 38% | -1% | 96%[activator] | 40µM* | -7%
COc1ccc(CCNS(=O)(=O)c2cn(C)cn2)cc1OC | 0 | 2% | 9% | ? | -13% | -12%
CCc1cc(C(=O)OC)c(NC(=O)CC2SC(N)=NC2=O)s1 (centres undefined) | ? | 33% | -1% | -3% | / | -8%
COCCn1c(=S)[nH]c2cc(C(=O)N3CC(C)CC(C)C3)ccc2c1=O (centres undefined) | ? | 21% | ? | 10% | -1% | -3%
CCc1nnc(SCc2ccc(OC(C)C)cc2)n1N | 14 | -10% | 5% | 4% | 5% | -9%
COc1ccc(CCNC(=O)c2cc([N+](=O)[O-])ccc2N2CCOCC2)cc1 | 10 | 1% | / | 1% | -1% | -15%
O=C(O/N=C\c1ccc(N2CCOCC2)c([N+](=O)[O-])c1)c1ccccc1Cl | -4 | 45% | -8% | ? | 3% | -5%
Cc1cc(C)c(NC(=O)CSc2nc(COc3ccccc3)nc3ccccc23)c(C)c1 | 12 | 0% | -7% | 10% | 3% | -8%
c1csc(-c2csc(-c3cccs3)n2)c1 | 9 | -34% | -6% | 29% | 0% | ?
CC(C)c1onc(C(=O)NCCc2ccccc2)c1[N+](=O)[O-] | -25 | -22% | 8% | 15% | 45µM* | 1%
CCN(CC(=O)NCc1cccs1)CC(=O)Nc1ccccc1C | 6 | -5% | / | 7% | -16% | -23%

The last 2 records of the part before open the next one.
SMILES | HCMV antiviral | AmpC no deterg | FBPA Giardia inh | AMA1 RON2 block | Sm TGR inh | AmpC detergent
CC(C)c1onc(C(=O)NCCc2ccccc2)c1[N+](=O)[O-] | -25 | -22% | 8% | 15% | 45µM* | 1%
CCN(CC(=O)NCc1cccs1)CC(=O)Nc1ccccc1C | 6 | -5% | / | 7% | -16% | -23%
Cc1cc(=O)oc2c3c(cc(OCC(=O)Nc4ccc(CCO)cc4)c12)OC(C)(C)CC3 | 4 | 133%[activator] | -26% | 6% | 10% | ?
CCN(c1cccc(C)c1)S(=O)(=O)c1ccc(N2CCCCS2(=O)=O)cc1 | -11 | / | / | / | 8% | 4%
CSc1ncccc1C(=O)OCC(=O)C(C)(C)C | 19 | -10%[11.4 µM] | 8% | 14% | -10% | -8%
COc1ccc(NC(=O)C(=O)NCC2(c3ccc(OC)c(OC)c3)CCCC2)cc1 | 3 | / | / | / | 1% | 17%
O=C(c1ccc(CNS(=O)(=O)c2cccc(Cl)c2)cc1)N1CCCC1 | -35 | 23% | 3% | 1% | 17% | -2%
O=C(c1ccc(S(=O)(=O)N2CCCC2)cc1)N1CCN(c2ccccc2F)CC1 | 24 | 12% | / | -2% | -8% | 0%
C=CCn1c(=NC(=O)C2COc3ccccc3O2)sc2cccc(OC)c21 (centres undefined) | ? | -23% | 3% | 14% | ? | 5%
Cc1cc(NC(=O)c2ccc(Br)c(S(=O)(=O)N3CCCC3)c2)no1 | -69* | -5% | -1% | -11% | 5% | -4%
Cc1cc2nncn2c2ccccc12 | 110 | 1% | -12% | 10% | -9% | 4%
CN(C)c1nc(NCc2ccccc2)nc(N/N=C/c2cccc(Br)c2)n1 | ? | -26% | -21% | 9% | 4% | 9%
CCCCCn1c(CN2CCCCC2CC)nc2c1c(=O)n(C)c(=O)n2C (centres undefined) | 21 | 0% | 7% | -6% | 1% | ?
Cc1ccccc1CC(=O)N(CCN(C)C)CC1CCCN(Cc2ccccc2F)C1 (centres undefined) | -27 | 51% | 5% | 5% | 4% | ?
NC(=O)c1ccc(NC(=O)CN2C(=O)NC(c3ccccc3)(c3ccccc3)C2=O)cc1 | 77 | -40% | 8% | 8% | 17% | -2%
CCOc1ccc(NC(=O)Nc2cccc(C)n2)cc1 | -13&58 | -22% | 3% | -8% | 29%&-4% | 5%&-3%
COc1ccc(NC(=O)N(C)C[C@H]2Oc3c(NC(=O)C4CC4)cccc3C(=O)N([C@H](C)CO)C[C@@H]2C)cc1 | 5 | -12% | / | -3% | / | /
COc1ccc(/C=C2\CCCC3C2=NN(C(=O)c2scnc2C)C3c2ccc(OC)cc2)cc1 (centres undefined) | -6 | -4% | -4% | -6% | 5% | 4%
Cc1nc(CSc2nnc3scc(-c4ccccc4)n23)cs1 | -3 | -2% | 1% | -6% | 9% | -7%
COc1cc(OC)cc(C(=O)Nc2ccc(C(=O)Nc3ccccc3OC)cc2)c1 | -5 | -24% | / | 0% | / | /
Cc1nc2ccccc2n1CCc1nc2c3ccccc3nc(SCc3ccc(F)cc3)n2n1 | -9 | / | / | / | -6% | -9%
CCc1cccc(NC(=O)C2CCCC2)c1 | 17 | -6% | -5% | 1% | 1% | -3%
O=C(NCC(c1ccco1)N1CCCCC1)c1cccs1 (centres undefined) | 7 | -47% | / | -13% | / | /
CCc1ccc(NC(=O)CSc2nc(=O)n(CCCN3CCOCC3)c3c2CCC3)cc1 | -36 | 216%[activator] | / | 1% | 0% | -5%
Cc1c(Cl)cccc1NC(=O)Nc1cc(C(C)(C)C)on1 | -23 | -26% | -10% | 7% | 5% | -4%
CCSc1nnc(N)s1 | -12 | -17% | 2% | 12% | 5% | ?
COc1cc2c(C(=O)N3CCN(c4cccc(C)c4)C(C)C3)cn(CC(C)C)c(=O)c2cc1OC (centres undefined) | 9 | / | / | / | -11% | 5%
CN(C)c1ccc(Cl)cc1N | 22 | -19% | -7% | 7% | 3% | 0%
CC(C)(C)[C@@H]1C=C(C(=O)N2CCOCC2)O[C@H](OCc2ccc(CO)cc2)C1 | 76 | 29% | 3% | -3% | -30% | -7%
CCNS(=O)(=O)c1cc(S(C)(=O)=O)ccc1Cl | 1 | -19% | 3% | -10% | 7% | ?
CC(=O)Nc1cccc(OCCCNS(=O)(=O)c2ccc(F)cc2)c1 | -18 | -13% | 4% | -11% | -1% | 7%
O=C(NCCCn1ccnc1)C(=O)NCC1OCCCN1S(=O)(=O)c1ccccc1 (centres undefined) | -20 | -14% | 2% | -7% | 0% | 1%
Cc1ccc(-n2c(CSc3nc(C)cc(C)n3)n[nH]c2=S)cc1 | 12 | -48% | 1% | 25% | -1% | 0%
